hDAT+cocaine = changed human dopamine transporter uptake under cocaine IC80. Q01959. LLC-PK1 hDAT cells, [14C]-dopamine uptake with cocaine IC80; actives deviate in either direction. B-score at 10 µM. 110,000 tested, 1.3% active. AID 449768;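 active = Z score or B-score, a plate-position-corrected score, falls beyond the plate's 99.7% confidence bounds, in either direction; inactive = both scores lie inside the 99.7% bounds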;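 also: scored against the spread of the other compound wells on the same plate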
Target sequence (Q01959 whole entry, looked up): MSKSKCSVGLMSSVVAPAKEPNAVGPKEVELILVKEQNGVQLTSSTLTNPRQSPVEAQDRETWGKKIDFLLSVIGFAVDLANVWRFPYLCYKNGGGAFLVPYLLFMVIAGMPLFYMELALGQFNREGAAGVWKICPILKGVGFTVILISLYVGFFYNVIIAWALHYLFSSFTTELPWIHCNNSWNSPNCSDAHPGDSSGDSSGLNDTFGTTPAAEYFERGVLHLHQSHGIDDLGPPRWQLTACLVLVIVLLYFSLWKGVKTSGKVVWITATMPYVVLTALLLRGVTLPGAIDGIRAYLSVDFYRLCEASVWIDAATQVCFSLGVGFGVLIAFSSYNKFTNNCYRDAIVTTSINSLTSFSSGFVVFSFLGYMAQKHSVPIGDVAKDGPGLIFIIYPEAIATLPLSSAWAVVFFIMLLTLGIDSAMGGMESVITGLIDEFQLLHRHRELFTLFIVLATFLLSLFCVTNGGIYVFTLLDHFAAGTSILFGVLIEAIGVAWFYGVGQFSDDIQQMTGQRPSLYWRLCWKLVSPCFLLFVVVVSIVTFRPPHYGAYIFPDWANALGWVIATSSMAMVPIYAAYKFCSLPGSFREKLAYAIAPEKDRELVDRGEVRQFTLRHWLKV
PLK1 PBD inh = inhibitors of human Plk1 polo box domain binding; inhibition, %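 (tested at about 20 µM)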; Plk1 PBD phosphopeptide binding, fluorescence polarization; AID 693; P53350; 97,000 tested, 0.13% active; in the data active = inhibition above about 34%, passing the limit was not always enough
F-actin modifier = alters cytoskeleton assembly in HUVEC cells. HUVEC TNFa F-actin phalloidin imaging, high content. inhibition, % at 2 µM. 91,000 tested, 0.18% active;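 active = inhibition above the batch mean plus 3 SD and confirmed as a hit by visual image inspection, cut at about 30% in these data, passing the limit was not always enough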; also: strong numbers were not always called active
PLK1 kinase inh = PLK1 (human) kinase inhibition; inhibition, % at 10 µM; 97,000 tested, 0.53% active; recombinant PLK1 kinase, TR-FRET peptide phosphorylation; P53350;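 active = inhibition of 50% or more in the single-concentration screen; inactive = inhibition below 50%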;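 also: 0% = DMSO max control and 100% = H-89 dihydrochloride min control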
HUVEC tox TNFa = HUVEC cytotoxicity counter-screen, TNF alpha stimulated. HUVEC TNFalpha-stimulated, Hoechst cell count, imaging. cell count reduction, % at 2 µM. 93,000 tested, 0.17% active. AID 848;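 active = cell count reduction exceeding the screen mean by over 5 SD, scaled to untreated wells per plate, cut at about 78% in these data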;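 also: cells counted after 24 h of TNF alpha exposure following the 1 h pretreatment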
sEH inhibitor = blocks human soluble epoxide hydrolase activity. P34913. recombinant human sEH enzymatic activity assay. inhibition, % at 2 µM. 91,000 tested, 0.34% active; in the data active = inhibition above about 80%; also: values of inactives mirror those of a sister screen read the other way; many of its hits are not listed in these tables
E coli WT exp = blocks growth of wild type E. coli BW25113. growth inhibition, % at 100 µM. OD600 absorbance. AID 710. 98,000 tested, 0.15% active;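 active = growth inhibition above about 50% at one test dose, limit read from the data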;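 also: growth measured after 20 h incubation at 37 °C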
HUVEC tox IL1B = toxic to HUVEC cells under IL-1B stimulation; HUVEC cell count loss, Hoechst imaging, IL-1B stimulated; 94,000 tested, 0.41% active; cell count reduction, % at 2 µM;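 active = cell count reduction more than 3 SD above the screen-wide mean, cut at about 70% in these data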;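 also: normalized per plate to untreated control cells as the no-loss baseline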
VCAM1 TNFa inh = reduces TNF alpha induced VCAM1 expression in HUVEC; HUVEC TNFa-induced VCAM-1 immunofluorescence, high-content imaging; inhibition, % at 2 µM; 95,000 tested, 0.48% active; AID 802;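 active = inhibition above the batch mean plus 3 SD, with images confirmed as a hit by eye, cut at about 37% in these data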;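 also: 0% = TNF-stimulated DMSO wells and 100% = unstimulated control wells; not every result past the cut was called active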
Active calls of the source: *; . = not tested or not shown.

SMILES	hDAT+cocaine	PLK1 PBD inh	F-actin modifier	PLK1 kinase inh	HUVEC tox TNFa	sEH inhibitor	E coli WT exp	HUVEC tox IL1B	VCAM1 TNFa inh
Cc1nc2c(nnn2Cc2ccccc2)c(=O)n1-c1ccccc1	-0.802	-10.5	-3.1	-20.0	-43.7	9.4	7.0	-18.7	4.2
Cc1cccc2c(=O)c(C(=O)NCCCN3CCOCC3)c[nH]c12	0.218	-15.8	-15.0	-8.0	-6.2	-4.4	.	-8.6	6.2
Cc1ccc(NC(=O)CN(C)S(=O)(=O)c2cccc3nsnc23)cc1	-1.36	-8.4	8.4	14.8	-6.9	-6.2	6.0	26.9	4.0
N#Cc1c2n(c(=S)n(-c3ccccn3)c1=O)CCCCC2	-0.0139	-13.1	9.6	-7.6	-14.4	8.2	-6.0	2.8	7.6
CCOc1ccc(NC(=O)N2CCC(c3ccc(C)cc3)C2)cc1 (stereo unspecified)	0.119	27.1	-10.1	-9.9	1.4	82.1*	-1.0	-11.2	-4.0
CCCCCOc1ccc(N2C(=O)C3C4C=CC(C3C2=O)N(C)C4=O)cc1 (stereo unspecified)	0.551	-22.4	-41.4	-11.2	3.5	-8.6	.	-5.8	13.0
c1ccc2cc(OCc3nc4ccccc4[nH]3)ccc2c1	-1.56	-28.1	9.0	-7.0	-28.8	-1.4	.	-10.3	-66.8
CCCc1cc(=O)n2[nH]c(-c3ccc(Br)cc3)cc2n1	0.0628	-24.5	.	-0.2	.	-2.4	-12.0	-7.9	.
CC(=O)Oc1ccc(C(=O)Nc2nnc(C)s2)cc1	-0.121	-19.0	8.5	-11.6	-12.7	-11.7	-18.0	-16.3	-1.1
Cc1ccc2oc(-c3ccccc3)c(C(=O)O)c(=O)c2c1	1.34	15.8	1.9	-7.3	1.7	-2.5	10.0	-6.4	-9.0
C/C(CC(=O)NCCCN1CCOCC1)=N\NC(=O)COc1ccc(Cl)cc1	-0.0831	16.8	19.8	-7.1	3.2	6.4	7.0	-15.1	2.2
COC(=O)c1ccc(COC(=O)CNC(=O)c2ccco2)cc1	-0.0494	-22.1	-3.9	-6.8	-35.8	17.8	5.0	-15.2	2.3
CCOC(=O)N1CCC2(CC1)C(C#N)=C(N)Oc1n[nH]c(CSc3ccc(C)cc3)c12	0.145	-10.1	-33.6	-9.1	-1.4	13.5	0.0	-16.2	-18.2
COc1ccc(C(=O)C(OC(=O)CNC(=O)c2ccco2)c2ccccc2)cc1 (stereo unspecified)	0.442	7.6	7.4	-9.0	13.4	-10.9	4.0	1.2	-7.7
CCCCc1nn(-c2cc(Cl)ccc2OC)c2c1C(=O)CCC2	0.721	-8.7	-3.8	-5.9	-36.0	.	2.0	11.0	15.2
COc1ccc(C(=O)NCc2nc3ccccc3[nH]2)cc1OC	0.787	2.1	-4.9	-9.2	3.1	13.8	-3.0	4.7	-8.5
CCCCOc1ccc(C(=O)Nc2cccc(C)n2)cc1	.	-13.9	-5.5	-11.4	-2.0	.	-7.0	-16.3	-1.9
Cc1nnc(SCC(=O)N2CCN(S(=O)(=O)c3ccc(Cl)cc3)CC2)[nH]c1=O	-0.453	-27.6	14.1	-6.2	-36.1	4.0	4.0	-34.9	-1.7
CCCCN(CC)CCNC(=O)C1c2cc(OC)c(OC)cc2C(=O)N2CCc3ccccc3C12 (stereo unspecified)	0.875	-22.8	-27.3	-7.1	15.6	.	1.0	-18.4	-4.3
C#CCN1CC(C)/C(=N/O)CC1C (stereo unspecified)	-2.04	0.8	0.1	0.4	-44.9	-3.0	3.0	-24.3	15.2
CCCn1c(=O)c2ccccc2n2c(SCc3nc4ccccc4s3)nnc12	0.00614	-9.9	-2.4	2.6	-35.8	-0.3	-3.0	-32.4	4.0
CCN1CCN(c2nn3c(=O)c4ccccc4nc3c3ccccc23)CC1	0.682	-19.0	8.7	-1.6	5.1	-33.1	-6.0	7.1	3.1
Cc1oc(=O)c(NC(=O)c2ccc(Cl)cc2)cc1C(=O)c1ccccc1	1.17	-17.3	-35.1	-24.5	-2.8	13.9	-6.0	14.3	-10.4
CC(=O)Nc1ccc(NC(=O)CNS(=O)(=O)c2ccc(C)cc2)cc1	-0.0536	9.3	-37.6	-3.7	4.3	-6.7	3.0	35.9	1.9
Cc1ccc(S(=O)(=O)n2cnc3ccccc32)c(C)c1	0.31	2.4	.	-1.1	-16.7	-4.4	0.0	-5.1	0.5
O=C(Cn1c(=O)oc2ccccc21)N1CCN(c2ccccc2)CC1	-0.485	-12.2	11.7	-20.2	-9.0	-9.9	-8.0	-5.9	3.6
COC(=O)c1ccc(COC(=O)c2ccc(-n3cnnn3)cc2)o1	-0.0236	-6.8	12.1	-12.8	-24.8	6.1	-1.0	-4.0	8.4
COc1ccccc1-c1noc(-c2cc(OC)c(OC)c(OC)c2)n1	-0.00808	0.8	14.3	2.4	-30.0	4.1	-4.0	21.4	-3.2
O=C(CSc1nnc(-c2ccncc2)n1CC1CCCO1)NCc1ccccc1 (stereo unspecified)	.	-20.0	10.8	-5.0	-6.2	-1.5	3.0	-1.3	-40.1
CN(C)c1nc2n(c(=O)n1)C(C#N)CS2 (stereo unspecified)	-0.85	-9.3	-12.0	4.5	-15.2	6.6	2.0	-21.7	16.8
C[C@@H]1C[C@H](O)c2cc(Cl)ccc2N1	-1.45	33.5	-17.6	-13.8	5.7	-13.7	6.0	-12.0	1.0
CSc1nc(-c2ccc(C)cc2)nc(C(Cl)Cl)n1	.	-17.8	-13.2	-16.9	1.7	-9.7	-7.0	-14.6	16.7
Cc1nnsc1C(=O)NC(C)C12CC3CC(CC(C3)C1)C2 (stereo unspecified)	-0.282	-12.7	21.1	-1.2	-8.5	-7.7	5.0	-70.3	4.8
COC(=O)C1=C(CN2CCc3ccccc32)NC(=O)NC1c1cc(C)ccc1C (stereo unspecified)	.	4.7	6.2	-7.7	-29.2	2.4	-1.0	-1.1	25.5
CC1CCN(C(=O)CSc2nc(N)cc(N)n2)CC1	0.474	-26.3	-6.5	-0.3	-8.6	-8.7	-5.0	-15.6	-2.4
O=C1c2ccccc2C(=O)N1OCCOCCOCCON1C(=O)c2ccccc2C1=O	-0.545	2.0	11.4	-7.2	-3.5	0.3	0.0	-26.3	-0.3
O=C(CSCc1ccccc1)NNC(=S)Nc1cccc(Cl)c1Cl	0.222	-15.5	11.7	-2.3	-9.5	8.8	7.0	3.1	3.6
Cc1nn(-c2ccccc2)c2c1C(c1c(C)[nH]c(C#N)c1C)C(C#N)=C(N)O2 (stereo unspecified)	-0.575	-2.2	9.4	-5.3	-3.3	-4.8	-3.0	-13.3	8.3
Cc1ccc2nc3c(cc2c1)c(NC(=O)c1ccccn1)nn3CC(C)C	-0.133	-28.5	-6.3	-6.5	-19.5	-18.1	-15.0	-7.0	-21.2
COc1ccc(CCNC(=O)C(C)OC(=O)c2ccco2)cc1OC (stereo unspecified)	-0.52	6.9	2.6	-3.9	-34.4	-8.8	-5.0	-48.6	4.9
O=C(c1ccco1)N1CCN(S(=O)(=O)Cc2ccc(Cl)cc2)CC1	-0.189	0.6	-5.2	-12.9	-9.9	6.4	2.0	-40.4	-10.4
CCC(C)N(CCNC(=O)CC1Oc2ccc(C)cc2NC1=O)C1CCCCC1 (stereo unspecified)	0.165	9.3	-14.5	-7.2	-5.0	.	2.0	-8.1	7.3
CC1(C)N=C(SCC(=O)Nc2ccc(Cl)cc2)C(c2ccc(Cl)cc2)=N1	-0.436	-5.2	-13.2	0.4	-5.4	-12.2	-6.0	-1.6	0.9
Oc1ccccc1/C=N/Nc1nccnc1Cl	0.689	10.6	.	4.0	-56.4	2.7	38.0	4.9	9.8
COc1ccc(N2CC(C(=O)Nc3nccs3)CC2=O)cc1 (stereo unspecified)	-0.225	-4.1	1.3	-4.2	-5.6	1.5	0.0	-14.8	17.9
CCC1Oc2ccccc2N(CC(=O)NCCc2ccc(OC)c(OC)c2)C1=O (stereo unspecified)	0.000254	6.7	18.9	-8.9	-11.4	26.0	.	-14.1	-2.8
COc1ccc(-c2csc3nc(C)n(-n4cccc4)c(=O)c23)cc1OC	0.839	-25.9	-13.1	-7.7	-20.7	4.4	-2.0	10.3	7.6
COc1ccc(C(C(=O)NC(C)(C)C)N(Cc2cccs2)C(=O)CCC(=O)Nc2cc(C)on2)cc1 (stereo unspecified)	2.96*	10.9	14.9	-3.6	-39.7	5.3	.	-39.3	0.4
Cc1nn(CC(=O)Nc2ccccc2)c(=O)c2ccccc12	0.456	0.4	.	-8.9	.	-8.2	-4.0	7.1	.
Cc1ccc(-c2csc3nnc(SCC(=O)NCc4ccco4)n23)cc1	0.247	-12.1	-15.1	-7.6	-29.5	4.9	-2.0	-4.9	-10.1
CC(=O)Nc1cc(C(=O)N2CCCC2)ccc1S(=O)(=O)c1ccc(C)cc1	-0.142	19.6	-4.3	-8.9	-23.3	-3.4	-3.0	3.8	-27.2
Cc1ccc2nc(Nc3nc(-c4ccccc4)cc(=O)[nH]3)nc(C)c2c1	-0.0863	10.0	-16.6	5.2	-10.7	5.0	-22.0	-15.6	-44.2
Cc1ccc(COc2ccc(Br)cc2/C=N/O)cc1	-0.958	-10.3	-29.9	-6.2	2.4	11.1	13.0	-37.3	-4.2
C/C(Cl)=C/CSc1nnc2n(N)c(=O)c3ccccc3n12	-0.406	28.5	12.6	-2.8	-8.0	8.9	-1.0	-16.7	8.8
O=C(NC1CCN(Cc2ccccc2)CC1)C1COc2ccccc2O1 (stereo unspecified)	-0.0129	12.5	15.5	-5.8	-1.3	2.3	2.0	-1.8	10.3
Cc1ccc(C(=O)Nc2ncnc3sc4c(c23)CCCCC4)cc1	0.45	7.2	.	-8.9	-21.3	0.0	-2.0	18.9	-5.5
CC(NC(=O)c1cccs1)c1ccc2c(c1)OCO2 (stereo unspecified)	-1.23	6.8	-6.6	-4.6	-4.5	5.0	8.0	-40.0	11.2
CC(/C=N/NC(=O)c1cc(C(C)(C)C)[nH]n1)=C\c1ccccc1	-0.0561	0.9	46.7	-11.9	-19.2	-4.4	5.0	11.7	4.0
Nc1nnc(SCc2ccccc2Cl)s1	-0.548	-2.8	-1.0	-11.2	-10.8	6.8	8.0	5.3	-7.8
Cc1cccc(-n2ncc3c(N4CC(C)CC(C)C4)ncnc32)c1 (stereo unspecified)	-0.205	9.0	.	48.9	.	.	1.0	.	.

A second format for some results above.
Under each structure: hDAT+cocaine, PLK1 PBD inh, F-actin modifier, PLK1 kinase inh, HUVEC tox TNFa, sEH inhibitor, E coli WT exp, HUVEC tox IL1B, VCAM1 TNFa inh
> Cc1nn(CC(=O)Nc2ccccc2)c(=O)c2ccccc12
    0.456, 0.4, ., -8.9, ., -8.2, -4.0, 7.1, .
> Cc1cccc(-n2ncc3c(N4CC(C)CC(C)C4)ncnc32)c1 (stereo unspecified)
    -0.205, 9.0, ., 48.9, ., ., 1.0, ., .
> CC(NC(=O)c1cccs1)c1ccc2c(c1)OCO2 (stereo unspecified)
    -1.23, 6.8, -6.6, -4.6, -4.5, 5.0, 8.0, -40.0, 11.2

(cont.)
SMILES	hDAT+cocaine	PLK1 PBD inh	F-actin modifier	PLK1 kinase inh	HUVEC tox TNFa	sEH inhibitor	E coli WT exp	HUVEC tox IL1B	VCAM1 TNFa inh
Cn1c(=O)c2c(nc(Oc3ccc(-c4ccccc4)cc3)n2C)n(C)c1=O	1.9	-7.1	-7.6	-10.9	8.6	-14.0	-11.0	23.1	6.8
Cc1[nH]c(=S)[nH]c(=O)c1Cc1ccccc1	-0.965	-18.1	-2.2	4.9	-24.0	-4.0	13.0	1.3	7.5
CCCc1ccc(OCC(=O)NNC(=S)NC(=O)c2ccco2)cc1	0.0122	-11.6	-21.7	-10.9	12.5	-10.7	29.0	-2.4	3.5
Cc1ccc(C2C(C#N)=C(N)Oc3nc(-c4ccccc4)[nH]c32)o1 (stereo unspecified)	0.0556	-21.8	-2.4	0.8	-8.0	7.3	5.0	1.8	-1.5
c1nnc(NC2=NCCCCC2)s1	1.08	18.6	-1.6	-10.4	-19.4	-7.5	0.0	-43.9	15.2

Compound activity (PubChem BioAssay)
